Compound activity as filed in PubChem BioAssay.
S1P4 antagonist = blocks the human S1P4 receptor | O95977 | S1P4-expressing cells, antagonist mode, reporter read-out | inhibition, % at 4.98 µM | 220,000 compounds, 0.26% hits; in the data active = inhibition above about 29%;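 also: 0% = wells stimulated with agonist and 100% = vehicle wells without agonist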
Target sequence (O95977 whole entry, looked up): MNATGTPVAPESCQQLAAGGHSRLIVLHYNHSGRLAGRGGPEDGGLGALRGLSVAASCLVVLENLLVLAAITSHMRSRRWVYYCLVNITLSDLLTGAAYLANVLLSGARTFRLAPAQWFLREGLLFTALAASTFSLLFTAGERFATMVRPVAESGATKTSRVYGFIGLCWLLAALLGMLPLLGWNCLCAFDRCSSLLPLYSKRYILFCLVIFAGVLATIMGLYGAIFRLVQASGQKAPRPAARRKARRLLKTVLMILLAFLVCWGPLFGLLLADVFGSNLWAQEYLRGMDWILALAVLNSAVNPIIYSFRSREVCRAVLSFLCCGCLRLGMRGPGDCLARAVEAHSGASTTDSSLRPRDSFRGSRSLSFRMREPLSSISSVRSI
Ba/F3 V617F tox = reduce viability of Ba/F3 cells dependent on JAK2V617F; 220,000 compounds, 1.1% hits; Ba/F3 EpoR-JAK2V617F viability, ATP luminescence; AID 1446; inhibition, % at 5.6 µM;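 active = inhibition above the campaign mean plus 3 SD over all tested compounds, cut at about 24% in these data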;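 also: cytokine-independent growth of Ba/F3 cells driven by EpoR plus mutant JAK2; 0% = DMSO-treated cells and 100% = JAK inhibitor I control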
S1P4 ag = activates the human S1P4 receptor; O95977; activation, % at 4.98 µM; 220,000 compounds, 0.35% hits; AID 1509; S1P4-expressing cell line, agonist reporter assay; in the data active = activation above about 11%;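 also: 0% = DMSO vehicle and 100% = reference agonist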
PERK inh = inhibitors of human PERK kinase; CHO PERK-DD fusion, SEAP luminescence translation reporter; inhibition, % at 5.6 µM; 220,000 compounds, 0.17% hits; AID 1416;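 active = inhibition above the mean inhibition of all tested compounds plus 3 SD, set separately per screening campaign, cut at about 2.9% in these data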;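 also: PERK kinase domain activated by AP20187 dimerizer at 100 nM; 0% = DMSO with dimerizer and 100% = rapamycin at 8.4 µM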
TRPN1 ag = activates the zebrafish TRPN1 channel; HEK293 zebrafish TRPN1-YFP, Fluo-8 calcium fluorescence; 100% = response to 87 µM carbachol; 220,000 compounds, 0.18% hits; activation, % at 3 µM;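 active = activation above its plate's cutoff, the mean activation of test wells on that plate plus 3 SD, cut at about 19% in these data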;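 also: 0% = DMSO alone and 100% = 87 µM carbachol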
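Material: zebrafish TRPN1-YFP in HEK293 cells. Doses: one dose of 3 µM, 0.3% DMSO. Incubation: dye 1 h 37 °C plus 30 min RT. Measured by: intracellular calcium fluorescence with Fluo-8.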
BaF3 tox = reduces parental Ba/F3 cell viability, JAK2V617F counter-screen; 220,000 compounds, 1.1% hits; CellTiter-Glo ATP luminescence; inhibition, % at 5.6 µM;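 active = inhibition above a per-campaign cutoff, the mean inhibition of all tested compounds plus 3 SD, cut at about 27% in these data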;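 also: 0% = DMSO wells and 100% = JAK Inhibitor I control wells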
TRPML3 ag = activates the human TRPML3 channel; Q8TDD5; HEK293 TRPML3-YFP, Fluo-8 calcium fluorescence; 100% = the carbachol control signal; activation, % at 3 µM; 220,000 compounds, 0.29% hits; AID 1448;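 active = activation above its plate's cutoff, the mean activation of the plate's test wells plus 3 SD, cut at about 12% in these data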;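 also: 0% = DMSO only wells and 100% = carbachol wells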
Target sequence (Q8TDD5 whole entry, looked up): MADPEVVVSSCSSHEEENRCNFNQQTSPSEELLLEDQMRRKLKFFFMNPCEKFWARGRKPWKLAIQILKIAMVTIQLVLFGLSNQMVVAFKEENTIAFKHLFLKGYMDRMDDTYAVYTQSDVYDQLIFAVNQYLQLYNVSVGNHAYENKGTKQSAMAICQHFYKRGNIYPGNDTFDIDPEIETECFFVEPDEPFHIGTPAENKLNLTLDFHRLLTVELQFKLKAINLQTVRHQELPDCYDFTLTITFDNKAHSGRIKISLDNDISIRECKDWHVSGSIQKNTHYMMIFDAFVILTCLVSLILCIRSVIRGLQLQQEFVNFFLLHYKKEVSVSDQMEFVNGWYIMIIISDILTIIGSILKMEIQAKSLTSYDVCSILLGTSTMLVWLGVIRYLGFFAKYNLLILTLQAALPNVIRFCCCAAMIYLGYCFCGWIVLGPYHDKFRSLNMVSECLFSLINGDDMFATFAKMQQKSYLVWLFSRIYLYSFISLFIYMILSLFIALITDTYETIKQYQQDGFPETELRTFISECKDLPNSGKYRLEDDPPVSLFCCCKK
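Test system – HEK293 line with stable expression of human TRPML3-YFP channel · Control set – carbachol 87 µM final as high control (100%), DMSO as low control (0%) · Signal – Fluo-8 calcium dye fluorescence, ex 470-495, em 515-575 nm · Incubation – 1-h 37 °C dye load, 5-s basal, 120-s post-compound reads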
m-calpain inh = calpain II (pig) inhibition; inhibition, % at 16 µM; 220,000 compounds, 0.37% hits; purified calpain II, fluorogenic peptide substrate, 30 min; AID 1236;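 active = inhibition above about 50%, limit read from the data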
EP2 modulator = modulates human prostaglandin E2 receptor EP2 signaling | P43116 | EP2-expressing cells, cAMP HTRF FRET, PGE2 co-stimulation | induction, % at 25 µM | 260,000 compounds, 0.83% hits;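 active = compounds whose cAMP rise, as percent of the full-agonist control response, exceeds 60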;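 also: rat C6 glioma line stably carrying human EP2 under a CMV promoter; the protocol text gives 20 µM as final concentration; 100% = response of wells given 1 µM PGE2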
Numbers without * were called inactive.

SMILES	S1P4 antagonist	Ba/F3 V617F tox	S1P4 ag	PERK inh	TRPN1 ag	BaF3 tox	TRPML3 ag	m-calpain inh	EP2 modulator
COc1ccc(C(=O)Nc2ccc(-n3nncc3C(C)(C)C)cc2)cc1	-1	-6	-1.9	0.4	0.0	-3	0.1	13	-44
COc1ccccc1CNS(=O)(=O)c1cccc(S(=O)(=O)N2CCOCC2)c1	4	-1	0.2	-0.1	0.3	3	-0.2	-21	6
NNC(=O)c1nc(Cl)c(Cl)c(N)c1Cl	3	-2	-0.3	0.7	-2.4	-3	-0.3	-13	28
COC(=O)CSc1nc2nc(C)cc(C)n2n1	-12	-2	2.2	1.6	0.3	1	0.9	-3	-5
CC1CN(CCCCOc2ccc(F)cc2)CC(C)O1 (configuration not stated)	-1	0	-0.7	1.4	1.8	6	0.9	-25	19
Cc1ccc(-c2nc(C3CCCN(S(=O)(=O)c4ccc(C)cc4)C3)no2)cc1 (configuration not stated)	-3	5	1.2	0.6	1.1	11	0.9	31	31
CCC(=O)Nc1c2c(nn1-c1ccccc1C)CSC2	-10	-1	-0.8	0.5	0.2	1	-0.4	8	12
COCCCNC(=O)/C(C#N)=C1\N=C(NC(=O)c2cccs2)c2ccccc21	-1	-4	1.1	0.9	1.7	-3	0.9	-10	-10
CCCC[n+]1ccn(C2=C([O-])c3ccccc3C(=O)/C2=N\S(=O)(=O)c2ccccc2)c1	-9	1	0.0	0.0	-0.8	3	-1.0	28	21
O=C(O)c1cccc(-n2c(-c3cnccn3)n[nH]c2=S)c1	-3	-4	-1.3	1.9	1.0	7	1.1	-18	27
CCCNC(=O)COc1nc2ccccc2nc1N1CCOCC1	-23	0	0.2	0.1	-0.9	1	0.4	0	6
NS(=O)(=O)c1ccc(N=Nc2ccc(=O)[nH]c2O)cc1	5	-3	0.6	-0.8	0.7	2	0.3	17	2

The closing 2 records of the part above open the next one:
SMILES	S1P4 antagonist	Ba/F3 V617F tox	S1P4 ag	PERK inh	TRPN1 ag	BaF3 tox	TRPML3 ag	m-calpain inh	EP2 modulator
CCCNC(=O)COc1nc2ccccc2nc1N1CCOCC1	-23	0	0.2	0.1	-0.9	1	0.4	0	6
NS(=O)(=O)c1ccc(N=Nc2ccc(=O)[nH]c2O)cc1	5	-3	0.6	-0.8	0.7	2	0.3	17	2
N#Cc1nc(COc2ccc(F)cc2)oc1N1CCC(Cc2ccccc2)CC1	10	-2	2.0	-0.8	1.4	-1	0.9	3	-12
O=C(O)CCSC(=S)N1CCOCC1	-24	0	1.3	0.2	0.7	0	0.2	-30	-11
Cc1ccc(/C=N\NC(=O)c2cncc(Br)c2)o1	-24	1	0.8	1.4	-0.1	4	0.6	7	15
CCC(=O)Nc1cc2nn(-c3ccccc3)nc2cc1Cl	-1	-3	2.1	1.1	1.2	0	0.8	-22	-2
O=S1(=O)CCN2C=C(Br)C=C(Br)C2=N1	-9	-1	-4.8	0.2	0.2	3	0.7	-53	-10
CCCCN(CCCC)CCCNC(=O)C12CN(Cc3ccccc3)CC1C(c1cccc([N+](=O)[O-])c1)=NO2 (configuration not stated)	-6	1	-0.2	-1.3	0.5	6	0.1	4	3
CCOC(=O)N1CCN(C(=O)c2ccc3c(=O)n(CCc4ccccc4)c(=O)[nH]c3c2)CC1	-5	-1	0.9	-0.2	0.1	-4	0.5	-41	12
Cc1cc(C)c(NC(=O)C2CC(=O)N(Cc3ccccc3)C2)c(C)c1 (configuration not stated)	-5	-2	0.7	0.7	-1.0	5	-0.2	-13	11
CCOC(=O)c1cc(-c2ccccc2)sc1NC(=O)CC(C)C	16	1	0.8	0.2	-0.8	3	-0.4	20	30
CCOC(=O)C(C)(C)N(Cc1cccc(C)c1)S(=O)(=O)c1ccc(Cl)c([N+](=O)[O-])c1	0	-5	-1.1	0.6	0.3	1	-0.2	23	16
Cc1c(S(=O)(=O)N2CCN(C(=O)c3ccco3)CC2)c(=O)n(C)c(=O)n1C	-6	-2	-0.1	0.5	1.0	0	0.4	0	9
COc1cccc(CN2CCN(C(=O)c3ccc(-c4ccccc4)cc3)CC2)c1OC	-13	2	2.7	0.4	-2.7	7	-1.2	12	-46
COc1ccc(Cn2c(C)cc3c(c2=O)C(c2cccs2)C(C#N)=C(N)O3)cc1OC (configuration not stated)	2	-4	0.9	-0.5	-0.9	1	0.8	0	17
CC(C)(C)Nc1nc(N)nc(Cl)n1	10	2	-1.9	0.5	0.9	6	0.0	11	-6
Clc1ccccc1-c1nnc2sc(-c3ccc4c(c3)OCO4)nn12	3	2	1.4	0.3	-1.6	4	-0.3	2	12
O=C(NCCNS(=O)(=O)c1ccc(C(F)(F)F)cc1)N1CCOCC1	-10	2	1.4	-0.6	1.4	-3	0.1	-7	21
COc1cccc(C(=O)C2CCCN(Cc3cn[nH]c3C3CCCCC3)C2)c1 (configuration not stated)	-13	-4	1.5	0.7	2.4	3	1.4	3	-14
CCOC(=O)c1c(N/N=C/c2ccncc2)n[nH]c1C	-4	-2	0.7	-0.2	1.6	3	0.3	-3	-15
OCCSc1c(F)c(SCCO)c(SCCO)c(F)c1SCCO	0	0	0.4	1.1	0.6	9	0.8	19	12
CCOc1cc(C2C(C(=O)N3CCOCC3)=C(C)NC3=C2C(=O)CCC3)ccc1O (configuration not stated)	-9	-5	-1.4	1.2	-0.8	3	0.5	-27	0
O=C(CCC1CCCCC1)Nc1ncn[nH]1	-28	0	-1.6	0.2	0.0	5	0.8	-19	2
O=c1[nH]c2cccnc2n1Cc1ccccc1	-8	1	0.3	1.2	1.0	4	0.8	-29	8
COc1ccc(CCNC(=O)C2CCCCC2C(=O)O)cc1OC (configuration not stated)	-13	0	1.4	0.9	2.3	5	0.7	-10	9
CCOC(=O)Cc1c(C)nc2c(-c3ccccc3)c(C)nn2c1C	1	4	-0.1	-1.2	-0.1	8	0.0	-6	27
COC(=O)c1ccc(CN2C(=O)NC3(CCC(C)CC3)C2=O)cc1 (configuration not stated)	-1	-1	-0.4	0.9	0.3	4	0.5	-9	-3
COc1cccc(C(=O)Nc2c(C)n[nH]c2C)c1	-21	5	0.9	0.3	-0.2	4	-0.1	0	13
COc1ccc(C)cc1NS(=O)(=O)c1ccc(NC(=O)CN(c2cc([N+](=O)[O-])ccc2C)S(C)(=O)=O)cc1	4	6	-0.5	0.1	0.0	9	0.9	-109	-43
COc1ccc(Cc2nnc(N/N=C/c3ccc(N(C)C)cc3)[nH]c2=O)cc1OC	-13	-1	1.3	0.6	-1.9	-1	-0.5	-1	-26
O=C(COc1ccccc1C(=O)N/N=C\c1ccc(O)c(O)c1)N/N=C/c1ccc(O)c(O)c1	-3	1	0.5	1.6	-1.2	3	-0.1	-3	6
O=C1CC(c2ccccc2)CC(=O)C1Sc1ccc(Cl)cc1 (configuration not stated)	-10	4	0.9	0.7	-0.1	9	0.8	10	25
c1ccc(-c2nccc(-c3ccco3)n2)nc1	-1	-3	-1.8	2.7	-1.0	-2	-0.1	-8	1
CCN(CC)C(=O)CSc1nc(C)cc(-c2cccs2)c1C#N	-5	-4	0.5	-0.4	-0.6	2	-0.3	26	32
CN(C)S(=O)(=O)c1ccc(C(=O)Nc2nc(-c3cccs3)cs2)cc1	-8	9	1.3	0.6	3.2	13	1.0	-247	-16
O=C(NNS(=O)(=O)c1ccc(Br)cc1)C1CCCCC1	1	2	1.2	0.1	0.7	9	0.8	-6	3
CCCN1CNC(=S)N(c2ccccc2OC)C1	4	-2	-1.1	1.0	0.2	3	1.0	-9	14
O=C(NCc1cccs1)c1cc2ccccc2o1	-5	-4	-0.1	0.9	0.3	-1	-0.2	-30	-17

Random excerpt: 3 compounds from above.
SMILES	S1P4 antagonist	Ba/F3 V617F tox	S1P4 ag	PERK inh	TRPN1 ag	BaF3 tox	TRPML3 ag	m-calpain inh	EP2 modulator
CCN(CC)C(=O)CSc1nc(C)cc(-c2cccs2)c1C#N	-5	-4	0.5	-0.4	-0.6	2	-0.3	26	32
COc1ccc(Cc2nnc(N/N=C/c3ccc(N(C)C)cc3)[nH]c2=O)cc1OC	-13	-1	1.3	0.6	-1.9	-1	-0.5	-1	-26
O=C(COc1ccccc1C(=O)N/N=C\c1ccc(O)c(O)c1)N/N=C/c1ccc(O)c(O)c1	-3	1	0.5	1.6	-1.2	3	-0.1	-3	6

The list continues:
SMILES	S1P4 antagonist	Ba/F3 V617F tox	S1P4 ag	PERK inh	TRPN1 ag	BaF3 tox	TRPML3 ag	m-calpain inh	EP2 modulator
O=C1N(c2ccccc2)C(=Nc2ccccc2)SC12CC2	2	-5	-2.5	1.3	-1.6	-2	-0.9	10	8
COc1ccc(NC(=O)CCS(=O)(=O)c2ccc(OC)cc2)cc1	-10	-3	0.8	-0.9	-0.6	-1	-0.4	-13	5
O=C(COC(=O)CCN=C1NS(=O)(=O)c2ccccc21)NC1CCCCCCC1	18	-2	0.3	0.7	0.0	-5	0.0	-11	13
CCCC1CCC(C(=O)Nn2cnc3ccccc3c2=O)CC1 (configuration not stated)	4	-2	1.5	0.7	0.6	3	0.0	5	-14
COc1ccccc1C(O)P(=O)(OC1CCCCC1)OC1CCCCC1 (configuration not stated)	-17	-5	-0.5	-0.8	-1.0	1	0.1	-156	10
Cc1cc(C)n2nc(C(=O)NC(C)(C)C)nc2n1	2	6	-4.1	-0.1	1.5	4	0.4	-17	23
CC1=C(C#N)C(NC(=O)c2ccccc2Cl)(C(F)(F)F)C(=O)N1 (configuration not stated)	3	-2	0.7	0.7	1.7	3	1.3	-3	-1
O=C(O)CCCSCC(=O)Nc1ccccc1	-9	-5	-1.3	0.2	-0.7	0	0.8	1	-5
N#CCCN(C(=O)CSc1nc(-c2ccccc2)cn1N)c1ccc(F)cc1	-4	-5	-0.9	-0.2	-1.1	-1	0.4	2	-13
COC(=O)N/N=C/c1c[nH]c2ccccc12	0	-6	0.0	0.5	-2.5	-5	-0.1	16	-54
CCOC(=O)c1c(NC(=O)CNC2CCCc3ccccc32)sc(C(N)=O)c1C (configuration not stated)	-17	5	2.7	-0.5	1.1	13	-1.3	-40	48
COc1ccc(OC)c(S(=O)(=O)N2CCN(c3ccccn3)CC2)c1	-13	-2	-0.5	-0.6	0.6	2	-0.3	6	-24
CSCCC(NS(=O)(=O)c1ccc2c(c1)OCCO2)C(=O)NCCc1ccccn1 (configuration not stated)	2	4	1.2	0.1	1.6	7	-0.8	-26	4
NC(=O)C1CCN(S(=O)(=O)c2cccc(C(=O)O)c2)CC1	-11	-4	2.5	1.4	0.1	1	0.5	-1	1
Cc1c(-n2c(SCC(C)C)nc3ccccc3c2=O)c(=O)n(-c2ccccc2)n1C	7	1	-0.7	0.0	1.2	1	0.8	20	37
CCN(CC)N=Nc1cccc(NC(C)=O)c1	12	6	-1.7	1.1	-0.8	12	-0.6	-5	-14
Cc1cc(C)c(C#N)c(Oc2ccc(O)cc2)n1	-6	-3	-3.2	0.1	-0.6	0	-0.3	-45	5
CCC(=O)N1CCc2cc(S(=O)(=O)CCC(=O)NCCc3ccc(OC)c(OC)c3)ccc21	-11	-1	3.5	1.0	0.9	6	-0.6	-58	-26
COc1ccc(Cl)cc1C(=O)N(Cc1nc(-c2cccc(C)c2)no1)C(C)C	-18	8	-1.8	-0.7	1.3	4	0.5	21	7
CC1(C)CC2CC(C)(CN2c2ncnc3ccccc23)C1 (configuration not stated)	-9	3	1.2	-0.7	-1.6	9	-0.5	7	6
CC(C(=O)N1CCCCC1)n1ncn2cccc2c1=O (configuration not stated)	-8	0	0.6	0.6	0.7	0	0.8	3	-1
